Screening results: PubChem, Sanford-Burnham Center for Chemical Genomics
TNAP inh pNP = inhibitors of human tissue-nonspecific alkaline phosphatase; purified TNAP, pNPP hydrolysis, absorbance 405 nm; inhibition, % at 20 µM; 21,000 tested, under 10 active; AID 615;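 further: 0% = DMSO only wells and 100% = 1 mM levamisole wells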
Target sequence (P05186 whole entry, looked up): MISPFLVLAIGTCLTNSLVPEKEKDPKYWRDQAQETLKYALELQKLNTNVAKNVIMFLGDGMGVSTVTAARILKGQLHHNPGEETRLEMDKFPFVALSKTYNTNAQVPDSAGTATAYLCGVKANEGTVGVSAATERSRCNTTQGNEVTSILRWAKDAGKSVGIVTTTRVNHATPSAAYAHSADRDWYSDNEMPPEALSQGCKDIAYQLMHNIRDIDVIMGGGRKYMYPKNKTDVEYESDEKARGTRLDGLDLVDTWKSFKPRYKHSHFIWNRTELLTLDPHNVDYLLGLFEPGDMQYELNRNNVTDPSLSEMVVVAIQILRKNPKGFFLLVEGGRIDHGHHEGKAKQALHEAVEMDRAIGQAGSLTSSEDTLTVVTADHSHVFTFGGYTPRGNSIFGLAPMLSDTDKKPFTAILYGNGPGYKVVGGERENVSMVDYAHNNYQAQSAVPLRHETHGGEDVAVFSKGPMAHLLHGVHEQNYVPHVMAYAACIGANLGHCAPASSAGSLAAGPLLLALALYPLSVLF
TNAP inh Pi = inhibitors of human tissue-nonspecific alkaline phosphatase. P05186. purified TNAP, pNPP, malachite green phosphate absorbance. inhibition, % at 20 µM. 21,000 tested, under 10 active
* hit, by the source's call.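 How the source made its calls: active means inhibition above 50% at the 20 µM single-dose screen; inactive means the rest.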 These rows are one share of the data; the hit share may differ from the screen's.

Values run as follows: TNAP inh pNP | TNAP inh Pi
- Cc1occc1C(=O)NCc1ccccc1F
    3 | 10
- N#Cc1ccc2ccn(CC(=O)NCc3ccccc3)c2c1
    8 | 11
- COC(=O)CC1=C(C(=O)OC)C(c2ccncc2)C(C#N)=C(N)O1 (centres undefined)
    4 | 0
- Cc1cccc(C)c1OCC(O)CNS(=O)(=O)c1ccccc1C(=O)N1CCOCC1 (centres undefined)
    5 | 11
- CC(OC(=O)c1cccs1)C(=O)NCc1ccco1 (centres undefined)
    6 | 12
- COC(=O)CN1C2(C#N)CCCCC2CC2CCCCC21C#N (centres undefined)
    0 | 0
- N#Cc1cccc(-c2nnc(SCc3ccccc3C#N)o2)c1
    3 | 4
- COc1ccc2sc(N3C(=O)C4CC=C(C)CC4C3=O)nc2c1 (centres undefined)
    -1 | 7
- CCc1c(C(=O)NC2CCCC2)csc1C
    8 | 11
- CCCc1n[nH]c2c1C(=O)CC(C)(C)C2
    -1 | 6
- COC(=O)Cc1[nH]nc2c1C1(C(=O)N(Cc3ccc(Cl)cc3)c3ccccc31)C(C#N)=C(N)O2 (centres undefined)
    3 | -9
- Cc1ccc(CC(NC(=O)c2ccccc2)C(=O)N2CCCC2C(=O)O)cc1 (centres undefined)
    0 | 7
- CC(C)Nc1nc(NC(C)C)nc(N(C)C(N)=O)n1
    4 | 7
- COc1ccc(NC(=O)CSc2nc(O)c(Cc3ccccc3)c(=O)[nH]2)cc1
    5 | 7
- O=C(COC(=O)C1COc2ccccc2O1)NC(=O)NC1CCCC1 (centres undefined)
    4 | 8
- O=C(Nc1ccccc1N1CCN(C(=O)c2ccc(Cl)cc2)CC1)c1cccnc1
    -2 | 12
- COc1cccc(N2CCN(C3CC(=O)N(c4ccc(Cl)c(Cl)c4)C3=O)CC2)c1 (centres undefined)
    4 | 10
- COC(=O)C1=C(C)NC2=C(C(=O)CCC2)C1c1cccs1 (centres undefined)
    -5 | 4
- Cc1c(C)[n+](=O)c2c(n1[O-])CCC2
    11 | -3
- CC(=O)N1CCN(c2ccc(NC(=O)COc3ccc(Cl)cc3Cl)cc2)CC1
    6 | 18
- Oc1c(C=NCc2ccncc2)sc2ccccc12
    -7 | 5
- CC1(C(=O)N(CC(=O)NC2CCCC2)Cc2ccco2)CC(=O)N=C2C=CC=CN21 (centres undefined)
    4 | 6
- CCOC(=O)c1ccc(N2C(=O)CC(Sc3nnc(C)s3)C2=O)cc1 (centres undefined)
    0 | 0
- C=CCOn1c(=O)c(-c2ccc(OC)cc2)[n+]([O-])c2ccccc21
    3 | 9
- COc1ccc(-c2cc3nc(C)cc(NCCO)n3n2)cc1
    1 | -8
- CCOc1cc(S(=O)(=O)N2CCN(CC)CC2)ccc1Cl
    2 | 14
- CCOc1ccc(C2C(C#N)=C(N)Oc3n[nH]c(C)c32)cc1OC(=O)C1CC1 (centres undefined)
    8 | -6
- Cc1c(-n2c(SCC(=O)O)nnc2-c2ccccc2Cl)c(=O)n(-c2ccccc2)n1C
    1 | 10
- O=C(NCC(=O)N(c1cccc(F)c1)C(C(=O)NCC1CCCO1)c1ccccc1)c1ccco1 (centres undefined)
    2 | 9
- CC(=O)c1sc2nc(SCC(=O)N3CCCCC3)[nH]c(=O)c2c1C
    7 | 18
- COCCNc1nc2c(c(=O)n(C)c(=O)n2C)n1Cc1cccc(C)c1
    6 | 11
- CN(C(=O)c1cccnc1)c1nc(-c2ccccc2)cs1
    7 | 6
- CCOC(=O)C1CCN(c2ncnc3c2oc2ccc(Br)cc23)CC1
    8 | 16
- CCn1c2c(c3cc(C(=O)O)ccc31)CCCC2=O
    7 | 8
- CC(C)C(NC(=O)c1ccccc1)C(=O)NC1=NCCS1 (centres undefined)
    0 | 0
- Cc1cc(C(=O)N2CCc3ccccc32)c2cc(F)ccc2n1
    2 | 9
- Cc1ccc(C(C)C)c(OCc2nnc(SCC(=O)Nc3nccs3)n2C)c1
    -11 | -6
- CCOc1ccccc1OCCCC(=O)N1CCN(S(=O)(=O)c2cccc(F)c2)CC1
    2 | 9
- CCOC(=O)c1[nH]c2ccc(OC)cc2c1NC(=O)CCN1CCCC(C)C1 (centres undefined)
    0 | -10
- CCOC(=O)c1cccc(NC(=O)c2cc3sccc3n2C)c1
    1 | 16
- O=C(CN(C(=O)CNC(=O)c1ccco1)c1ccc(Cl)c(Cl)c1)NC1CCCCC1
    6 | 10
- Cn1c(NCCCO)nc2c(c1=O)C1(CCCCC1)Cc1ccccc1-2
    0 | -21
- CCOc1ccc(C2=Nn3cnnc3SC2)cc1
    3 | 4
- COc1cc(C(=O)Nc2nc(OC)c(-c3ccccc3)c(OC)n2)cc(OC)c1OC
    4 | 10
- Cc1ccc(C(=O)/C=C/Nc2ccccc2C(N)=O)o1
    0 | 0
- O=C(CCc1ccc(S(=O)(=O)N2CCOCC2)cc1)NCCCN1CCCC1=O
    5 | 18
- CCOc1ccc(NC(=O)C2CCC(N3C(=O)C4CC=CCC4C3=O)CC2)cc1 (centres undefined)
    1 | 6
- CCN1CCc2c(C#N)c(N3CCOCC3)nc(NCCO)c2C1
    5 | 10
- O=C(COC(=O)c1ccc(=O)n(Cc2ccccc2)n1)Nc1ccc2c(c1)OCCO2
    3 | 7
- COc1ccc(S(=O)(=O)N2CCCC2C(=O)Nn2cnnc2)cc1 (centres undefined)
    5 | 11
- O=C(Oc1ccc(-c2ccccc2)cc1)N1CCCCC1
    6 | 18
- COc1cc(S(=O)(=O)N2CCN(C(=O)c3ccccc3F)CC2)c(OC)cc1NC(C)=O
    -30 | -60
- COc1ccccc1N1CCN(Cc2ccc(OC)c3ccccc23)CC1
    0 | -13
- N#Cc1c(NC(=O)c2ccc(Cn3cc(Br)cn3)o2)sc2c1CCCCCC2
    4 | 6
- COCCN(CC(=O)Nc1cccc(C)c1)S(=O)(=O)c1ccc(S(=O)(=O)N2CCCC2)cc1
    2 | 16
- CCc1c(C)c(C#N)c2nc3ccccc3n2c1Nc1c(C)n(C)n(-c2ccccc2)c1=O
    -2 | 12
- CC(C)CN(C(=O)COC(=O)CCc1c[nH]c2ccccc12)C1CCS(=O)(=O)C1 (centres undefined)
    6 | 8
- CC(C)N1CC=C2C(C#N)=C(N)C(C#N)(C#N)C(c3ccccc3)C2C1 (centres undefined)
    2 | 0
- Cc1c(Cl)ccc2c1NC(=O)[C@]21[C@@H]2C(=O)N(Cc3ccccc3)C(=O)[C@@H]2[C@@H]2CCCN21
    3 | 7
- CSc1nnc(-c2ccccc2)c(=O)[nH]1
    8 | 6

(next part)
Values run as follows: TNAP inh pNP | TNAP inh Pi
- CC(NCCc1ccc(O)cc1)C(O)c1ccc(O)cc1 (centres undefined)
    1 | -13
- Cc1cc(C)c(NC(=O)CN2C(=O)NC3(CCCCC3)C2=O)c(Cl)c1
    1 | 17
- O=C(CCN1CCCC1Cc1ccccc1)c1ccc2c(c1)OCCO2 (centres undefined)
    1 | 3
- CCNc1nc(N)nc(Oc2ccc(C(=O)OC)cc2)n1
    4 | 13
- Cc1cc(=O)[nH]c(SCC(=O)c2ccccc2)c1C#N
    -2 | 4
- CS(=O)(=O)N(CC(=O)NCc1ccco1)Cc1ccc(Cl)cc1
    5 | -1
- CCc1nnc(NC(=O)CCC(=O)N2CCN(Cc3ccccc3)CC2)s1
    10 | 12
- O=C(O)c1ccc(Cn2cc(Cl)cn2)cc1
    5 | 10
- CC(C)(O)C#CC#CCN1CCOCC1
    -2 | 3
- Cc1cc(C)c2cc(C(c3nnnn3C3CCCC3)N3CCOCC3)c(=O)[nH]c2c1 (centres undefined)
    4 | -19
- O=C(NCCO)c1c(O)c2cccc3c2n(c1=O)CC3
    5 | 23
- CC1=C(C)C(=O)N(c2ccc(C(=O)O)cc2)C1=O
    -2 | 0
- Cc1ccc(S(=O)(=O)N2CCCC(C(=O)NCC3COCCO3)C2)cc1 (centres undefined)
    2 | 10
- CCCCC(c1nnnn1CC1CCCO1)N1CCN(c2nc3ccccc3s2)CC1 (centres undefined)
    6 | 3
- COc1cc(/C=N/O)ccc1OCc1ccc(C(=O)O)cc1
    4 | 9
- CC(C)NC(=O)c1ccc(-c2ccccc2C(F)(F)F)o1
    7 | -3
- Cc1cc(C(=O)CNCc2ccco2)c(C)n1-c1ccc(F)cc1
    0 | 0
- CCOC(=O)C1=C(C)NC(=O)NC1c1ccc(OCC(=O)OC)c(OC)c1 (centres undefined)
    0 | 4
- C=CCN(C(=O)CCC(=O)Nc1cc(C)on1)C(C(=O)NC(C)(C)C)c1cccc(OC)c1OC (centres undefined)
    2 | 8
- O=C(Cc1cccs1)NCc1ccc2c(c1)OCO2
    2 | 7
- O=C(O)C1Sc2[nH]c(=O)sc2C2c3cc(Cl)ccc3OC(=O)C12 (centres undefined)
    4 | 9
- Cc1cccc(NC(=O)c2cc(-c3ccco3)nc3ccccc23)n1
    4 | 5
- CN1CCN(C(=O)c2cc3nc(-c4ccccc4)cc(C(F)(F)F)n3n2)CC1
    2 | 7
- COCCCNC(=O)c1c(N)n(/N=C/c2ccccn2)c2nc3ccccc3nc12
    0 | 0
- Cc1cc(C(=O)Nc2ccc(S(=O)(=O)N3CCCC3)cc2)cs1
    -3 | 3
- CCC(=O)Nc1cccc(C(=O)c2ccccc2)c1
    2 | 9
- O=C1CC(C(F)(F)C(F)(F)C(F)(F)C(F)F)=Nc2ccccc2N1
    2 | 7
- COC(=O)c1ccc(-c2sc3nc(N4CCOCC4)c4c(c3c2N)CCCC4)o1
    -3 | 1
- CCOc1cc(N2CCOCC2)c(OCC)cc1NC1=NCCCCC1
    7 | 15
- COCCCn1c(SCC(=O)Nc2ccc(C(C)=O)cc2)nc2ccccc2c1=O
    5 | 13
- Cc1noc(C)c1C(=O)OCC(=O)/C=C1\N(C)c2ccccc2C1(C)C
    2 | 16
- O=C(OC(C(=O)NCc1ccc2c(c1)OCO2)c1ccccc1F)c1ccco1 (centres undefined)
    4 | 13
- CCOc1ccc(OCC)c(NC(=O)CSc2nnc(-c3cccnc3)o2)c1
    0 | 3
- CC1CCc2cc(F)cc3c(O)c(C(=O)NCc4ccco4)c(=O)n1c23 (centres undefined)
    4 | 8
- CSc1nc(C)cc(OCCNS(=O)(=O)c2cc(C)ccc2C)n1
    6 | 11
- Cn1c(=O)[nH]c(=O)c2c1nc(NCc1ccccc1)n2CC(O)c1ccccc1 (centres undefined)
    8 | 11
- Cc1ccc(N2CC(C(=O)Oc3cccc(N4C(=O)CCC4=O)c3)CC2=O)cc1 (centres undefined)
    6 | 8
- COc1ccc(-c2nc(S(=O)(=O)c3ccc(C)cc3)c(N3CCCC3)o2)cc1
    -2 | 13
- CCc1nc(N)c(C#N)c(-c2ccccc2OC)c1C
    3 | 9
- CC(C)(C)c1ccc(SCC(N)=O)cc1
    1 | 8
- CCOC(=O)CSc1nnc(CNc2ccc(Cl)cc2)n1-c1ccccc1
    -6 | 5
- COc1ccc(-c2coc3cc(O)cc(O)c3c2=O)cc1
    6 | -6
- O=C(CSc1ncc(-c2ccc(F)cc2)[nH]1)Nc1cccc(O)c1
    5 | 13
- Cn1ccnc1SCc1cc(=O)[nH]c2ccccc12
    1 | 6
- O=C1CC(c2cccs2)Sc2nc3ccccc3n21 (centres undefined)
    -2 | 4
- O=C(Nc1nc2c(s1)CCCC2)c1ccc(Br)o1
    5 | 10
- COC(=O)c1sc(=S)n(-c2ccccc2)c1N
    4 | 10
- Brc1ccc(-c2nc(-c3ccncc3)no2)o1
    5 | 19
- O=C(c1ccccc1)N1CCCC(c2nc3c(nnn3Cc3ccccc3)c(=O)[nH]2)C1 (centres undefined)
    -9 | 1
- CCOC(=O)C1(C)NC(c2ccc(N(C)C)cc2)C2C(=O)N(CC)C(=O)C21 (centres undefined)
    3 | 8
- COCCn1c(SCC(=O)Nc2cccc(C)c2)nnc1C(C)C
    2 | 6
- CC(C)c1nc(NCCN2CCOCC2)c(C#N)c2c1COC(C)(C)C2
    3 | 7
- Cc1cccc(-c2noc(Cc3ccccc3)n2)c1
    2 | 6
- Cc1cc(C)nc(N(C#N)CC(=O)N(c2ccccc2)C(C)C)n1
    5 | 8
- Cc1cc(C)n2c(SC/C(O)=C(\C#N)c3nc4ccccc4[nH]3)nnc2n1
    2 | -20
- O=C(NCc1ccccn1)c1cc2n(n1)C(C(F)(F)F)CC(c1ccco1)N2 (centres undefined)
    2 | 6
- COc1ccc(C(=O)NCc2cccnc2)cc1OC
    -9 | -7
- COc1ccc(NC(=O)CSc2nnc(Cc3ccccc3)o2)c(OC)c1
    6 | 9
- c1ccc(-c2nnc3sc(-c4ccncc4)nn23)cc1
    4 | 12
- COc1ccc(OC)c(C2=Nn3c(nnc3-c3ccco3)SC2)c1
    6 | 13

Among those listed so far, these have bromine.
Values run as follows: TNAP inh pNP | TNAP inh Pi
- CCOC(=O)C1CCN(c2ncnc3c2oc2ccc(Br)cc23)CC1
    8 | 16
- N#Cc1c(NC(=O)c2ccc(Cn3cc(Br)cn3)o2)sc2c1CCCCCC2
    4 | 6
- O=C(Nc1nc2c(s1)CCCC2)c1ccc(Br)o1
    5 | 10
- Brc1ccc(-c2nc(-c3ccncc3)no2)o1
    5 | 19

Continuation:
Values run as follows: TNAP inh pNP | TNAP inh Pi
- Cc1[nH]c2ccc3c(ncn3CCC#N)c2c1C
    1 | -1
- COC(=O)C1=C(O)CSC1=Nc1cccc(C(F)(F)F)c1
    -6 | 3
- CN(C)c1nc(N2CCOCC2)nc(N(c2ccccc2)c2ccccc2)n1
    7 | 2
- COCCn1c(SCC(=O)NCc2ccco2)nc2cccnc21
    5 | -3
- COc1ccc(Cl)c(NC(=O)Cn2nnc(-c3ccccc3N)n2)c1
    -1 | 8
- O=C(c1cccc(COc2ccc(Cl)cc2Cl)c1)N1CCN(c2ccccn2)CC1
    -6 | -4

Single records, from the list above. Values in the order: TNAP inh pNP, TNAP inh Pi
COc1ccc(Cl)c(NC(=O)Cn2nnc(-c3ccccc3N)n2)c1 reads -1, 8
O=C(c1cccc(COc2ccc(Cl)cc2Cl)c1)N1CCN(c2ccccn2)CC1 reads -6, -4
CN(C)c1nc(N2CCOCC2)nc(N(c2ccccc2)c2ccccc2)n1 reads 7, 2

Retrieved by compound from the entries so far:
Values run as follows: TNAP inh pNP | TNAP inh Pi
- CC(=O)N1CCN(c2ccc(NC(=O)COc3ccc(Cl)cc3Cl)cc2)CC1
    6 | 18
- Cc1cccc(NC(=O)c2cc(-c3ccco3)nc3ccccc23)n1
    4 | 5
